# Source: PubChem
# proCasp7 act – counter-screen: procaspase-7 (human) activation. P55210. recombinant procaspase-7, Ac-DEVD-pNA absorbance 405 nm; D23A/D198A/D206A triple mutant, cannot self-cleave; scale: DMSO 0, 5 µM enzyme 100. activation, % at 8.5 µM. actives 0.093% (n = 330,000). AID 463210;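 active = percent activation above the screen-wide mean plus 3 SD, cut at about 25% in these data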
#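 Assay system: Uncleavable procaspase-7 mutant enzyme | Input: 2 µM procaspase-7 mutant as dispensed | Timing: 1 h compound preincubation, 2 h substrate cleavage, 25 °C | Repeats: One well per compound | Control set: DMSO wells as 0%, DMSO with 5 µM added PC-7 as 100% | Technique: Epi-absorbance of released pNA at 405 nm, two timepoints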
# MEP2 TOR yeast – modulators of TOR pathway MEP2-GFP in S. cerevisiae. GFP response vs DMSO, % at 10 µM. S. cerevisiae MEP2-GFP strain, flow cytometry GFP, 3 h; 100% = DMSO control level. actives 0.51% (n = 330,000);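 active = GFP response versus DMSO above a set limit, roughly screen mean plus 3 SD, cut at about 180% in these data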;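 note: median GFP fluorescence of the barcode-gated MEP2-GFP cells per well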
# RPL19A-GFP yeast – modulators of TOR pathway RPL19A-GFP in S. cerevisiae; S. cerevisiae RPL19A-GFP strain, flow cytometry, 3 h; stronger effect = lower value; percent response vs DMSO, % at 10 µM; actives 0.3% (n = 330,000);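 active = percent response vs DMSO below 50%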;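 note: median channel GFP fluorescence of the barcoded RPL19A-GFP strain; ratio of sample median GFP to plate DMSO average so 100% = DMSO; lower means less RPL19A-GFP as with rapamycin TOR inhibition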
# ZTA counter – blocks Epstein-Barr virus ZTA, an EBNA-1 counter-screen | P03206 | ZTA-DNA binding, fluorescence polarization | inhibition, % at 11 µM | actives 0.15% (n = 320,000); in the data active = inhibition above about 33%
# procasp3 activ – activates human procaspase-3 | recombinant procaspase-3 D3A, Ac-DEVD-pNA absorbance 405 nm | activation, % at 8.5 µM | actives 0.11% (n = 330,000);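 active = activation above the mean of all tested compounds plus 3 SD, cut at about 21% in these data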;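 note: 0% = DMSO alone and 100% = DMSO wells spiked with extra 5 µM PC-3 D3A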
#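 material = Procaspase-3 D3A mutant | probe or stimulus = Ac-DEVD-pNA | compound = single dose, 8.5 µM nominal compound, 0.8% DMSO | timing = 1 h preincubation, 2 h reaction | measured by = 405 nm absorbance of p-nitroaniline, reads at 0 and 120 min | benchmarks = DMSO-only low control, 5 µM PC-3 D3A high control | repeats = singlicate, each compound tested once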
# LAP4 TOR yeast – alters LAP4-GFP fluorescence in TOR pathway yeast screen. S. cerevisiae LAP4-GFP multiplex, flow cytometry GFP, 3 h; median GFP as percent of DMSO wells. GFP response vs DMSO, % at 10 µM. actives 0.34% (n = 320,000);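 active = GFP response vs DMSO above a set limit, about the screen mean plus 3 SD, cut at about 150% in these data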
# EBNA-1 inh – blocks EBNA-1 binding to DNA. inhibition, % at 14.8 µM. actives 0.34% (n = 300,000). AID 1950. EBNA-1 DNA binding, fluorescence polarization; in the data active = inhibition above about 28%
# AHR act – activates the human aryl hydrocarbon receptor; P35869; AHR-responsive luciferase reporter cells, luminescence; activation, % at 5 µM; actives 2.5% (n = 320,000); AID 2796; in the data active = activation above about 47%;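 note: 0% = vehicle wells and 100% = reference agonist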
# * marks the source's active call; other numbers are inactive results; · = not tested or not shown.
SMILES,proCasp7 act,MEP2 TOR yeast,RPL19A-GFP yeast,ZTA counter,procasp3 activ,LAP4 TOR yeast,EBNA-1 inh,AHR act
CC(=O)c1cccc(CN2CCC(n3nccc3NC(=O)c3ccc4c(c3)OCO4)CC2)c1,-5,106,106,10,9,81,5,2
O=C(CC1SC(N2CCOCC2)=NC1=O)Nc1ccccc1F (stereo unspecified),14,92,91,·,4,95,·,0
Cc1onc(-c2c(F)cccc2Cl)c1C(=O)Nc1nccs1,-6,105,102,-17,2,101,-3,0
CSCC(C)N1CCC(CO)(CCc2ccccc2)CC1 (stereo unspecified),-4,111,97,-7,-1,98,-11,4
CCOC(=O)N1CCN(C(=O)C(NS(=O)(=O)c2cccc3nsnc23)c2ccccc2)CC1 (stereo unspecified),3,97,106,0,1,100,0,3
COc1ccc(Cl)cc1NC(=O)Nc1cccc([N+](=O)[O-])c1C,6,86,86,3,8,88,-9,9
COc1ccc(OC)c2c(N3CCN(C)CC3)cc(C(F)(F)F)nc12,6,100,99,2,1,100,-5,6
COc1ccc(CNC(=O)COc2cc(O)c3c(c2)OC(C)(C)CC3=O)c(OC)c1,-6,116,93,14,-11,99,8,7
CCOc1ccc(NC(=S)N2CCC(C(N)=O)CC2)cc1,-1,100,100,16,-3,95,-8,2
COc1ccc(-n2c(C)nn(C)c2=O)cc1,3,99,99,-12,12,99,-10,0
Cc1ccc(S(=O)(=O)CCC(=O)Nc2ccccc2Cl)cc1,-2,113,104,21,3,119,5,1
CCCC(=O)Nc1cccc(Oc2ccc3c(c2)C(=O)NC3=O)c1,4,108,100,-11,-11,91,-12,3
Cc1ccc(S(=O)(=O)N(C)c2ccc(C(=O)N3CCN(Cc4ccc5c(c4)OCO5)CC3)cc2)cc1,6,92,90,-15,-4,95,-11,-4
CCC(=O)Nc1cc(C(C)(C)C)ccc1C(C)=O,-4,99,91,0,1,103,1,1
COc1ccc(N/C(N)=N/c2nc(C)cc(C)n2)c(OC)c1,-5,103,101,15,1,105,6,63*
Cc1nc2cc(NC(=O)Nc3ccc(N4CCOCC4)cc3)ccc2n1C,2,99,96,-5,-8,98,-15,0
Cc1ccc(S(=O)(=O)N/N=C/c2ccccc2F)cc1[N+](=O)[O-],7,108,106,-7,5,87,5,8
O=C(N=Nc1c(O)[nH]c2ccc(F)cc12)c1ccc(NS(=O)(=O)c2cccs2)cc1,-13,105,100,-21,-7,100,·,5
CCOc1ccccc1CNC(c1ccccc1)c1ccccc1,7,92,85,-5,1,87,-6,2
Oc1c(C(Nc2cccc(C(F)(F)F)c2)c2cccnc2)ccc2cccnc12 (stereo unspecified),0,101,106,6,-9,96,4,5

# The final 2 compounds of the section above come first, to join the parts.
SMILES,proCasp7 act,MEP2 TOR yeast,RPL19A-GFP yeast,ZTA counter,procasp3 activ,LAP4 TOR yeast,EBNA-1 inh,AHR act
CCOc1ccccc1CNC(c1ccccc1)c1ccccc1,7,92,85,-5,1,87,-6,2
Oc1c(C(Nc2cccc(C(F)(F)F)c2)c2cccnc2)ccc2cccnc12 (stereo unspecified),0,101,106,6,-9,96,4,5
CC(NC(=O)CN1C(=O)NC2(CCCCCC2)C1=O)c1ccccc1 (stereo unspecified),2,98,100,1,1,94,·,-1
CCN(CC(=O)Nc1cc(Cl)ccc1C)C(=O)COc1ccccc1F,9,90,97,-13,1,105,5,7
CCO[C@@H]1OC(C(=O)N2CCN(Cc3ccc4c(c3)OCO4)CC2)=C[C@H](c2csc3ccccc23)[C@H]1CCCO,-4,104,104,-24,-6,103,-5,3
CCn1nc(C(=O)N2CCN(Cc3nc4ccccc4s3)CC2)c2ccccc2c1=O,6,101,97,-18,12,105,·,18
O=C(Cn1cnc2c(nnn2Cc2ccc(F)cc2)c1=O)N1CCN(c2ccccc2)CC1,7,107,103,13,3,106,8,-1
N#CCCn1cc(/C=N/NC(N)=S)c(-c2ccc(Br)cc2)n1,-9,110,95,6,5,119,8,9
COc1ccc(S(=O)(=O)N2CCCC(C(=O)NCC3CCCO3)C2)cc1Cl (stereo unspecified),0,100,102,-2,-11,99,-2,-1
Cc1nnc(NC(=O)CSc2ccc3nnc(-c4cccnc4)n3n2)s1,-3,100,100,8,-7,103,11,4
Cc1c(C(=O)O)oc2c3c(ccc12)OCCO3,4,93,99,1,5,101,-4,18
CCCCN(C(=O)NC(=O)Nc1ccc(C)cn1)S(C)(=O)=O,0,96,100,5,4,83,-4,-1
CC1CCCN(C/C=C/c2ccccc2[N+](=O)[O-])C1 (stereo unspecified),-1,106,105,2,9,107,3,5
O=C(CC(c1ccccc1)c1cc(Cl)ccc1O)NCCN1CCOCC1 (stereo unspecified),-5,106,104,8,2,109,11,2
NC(=O)NCCc1ccccc1,2,86,97,-11,5,120,-6,0
COc1cc(NC(=O)C2CCCN(S(=O)(=O)c3cnc[nH]3)C2)cc(OC)c1 (stereo unspecified),-1,107,102,-12,6,97,2,5
CCN(CC(=O)NCc1ccc(Cl)cc1)C(=O)CSc1cccc(C(F)(F)F)c1,-1,102,106,-18,16,102,-1,2
C=CC1=C(C(=O)O)N2C(=O)[C@@H](NC(=O)/C(=N\OCC(=O)O)c3csc(N)n3)[C@H]2SC1,-20,105,108,·,-6,95,·,-2
C=CC[C@H](CC(=O)N(CCO)Cc1ccccc1)C(=O)N[C@@H](COC(=O)[C@@H](CC=C)Cc1ccc(F)cc1)Cc1c[nH]c2ccccc12,5,99,99,·,0,95,·,0
Cc1ccccc1NC(=O)COC(=O)CCc1ccccc1,4,104,105,3,0,100,8,-1
CCN1C(=O)C(CC(=O)Nc2ccc(OC)cc2)N(CCCN2CCN(c3ccc(F)cc3)CC2)C1=S (stereo unspecified),-2,102,102,-10,12,97,-7,3
O=C(COc1ccccc1C(=O)O)Nc1nc2ccc([N+](=O)[O-])cc2s1,-11,95,91,-10,-8,105,-1,5
CCN(CC(=O)NCc1ccc(Cl)cc1)C(=O)CSc1ccccc1,-6,95,91,11,0,97,9,-2
CCC(C)(C)NC(=O)C1c2ccccc2Oc2ccccc21,-21,103,97,0,0,102,-9,0
C=C1C(O)C[C@H]2C(=C)CCC3[C@H](OC(=O)[C@]3(O)CO)[C@@H]12 (stereo partly specified),-2,·,·,2,8,·,2,5
CC(C)(C)c1cc(C(F)(F)F)n2ncc(-c3ccccc3)c2n1,2,99,96,6,-8,87,-18,5
COc1cc(/C=C2\SC(=S)N(CCC(=O)N3CCN(C)CC3)C2=O)cc(OC)c1OC,-15,97,99,-7,-22,113,4,2
Cn1c(=O)c2c(nc3n2CCCN3CCc2ccccc2)n(C)c1=O,-4,102,99,-3,-6,106,-20,41
O=C(CSc1nnc(-c2ccco2)o1)c1ccc(F)c(F)c1,13,103,101,-1,2,102,3,-6
CCN1C(=O)/C(=C\c2cccn2-c2ccc([N+](=O)[O-])cc2)N(CC)C1=S,9,98,104,1,-1,88,2,-2
O=c1cc2ncc(-c3[nH]ncc3[N+](=O)[O-])cn2[nH]1,11,104,102,3,-2,109,-7,0
COc1ccc(C(C(=O)NC2CCCCC2)N(C(=O)Cc2c[nH]c3ccccc23)c2ccccc2C)cc1OC (stereo unspecified),9,107,102,15,-2,97,5,0
CC1(C)OC(=O)C(=CNNc2c(Cl)cc(Cl)cc2Cl)C(=O)O1,3,112,109,14,-3,108,1,8
COc1ccc(CNS(=O)(=O)c2ccc(C3CNC(=O)C3)cc2)cc1 (stereo unspecified),5,99,97,3,10,100,-7,-1
COc1ccc(CNc2nc(-c3ccccc3)nc3ccccc23)cc1OC,1,96,99,-6,-2,102,-3,5
CC1CCC(NCc2ccco2)CC1 (stereo unspecified),-3,95,100,10,5,100,10,5
COc1cc(Br)c(Br)cc1N,4,109,96,-10,-10,115,-1,10
O=C(CSc1n[nH]c(-c2ccccc2Br)n1)NCCN1C(=O)CSC1=O,13,101,98,-6,1,102,-8,-1
Cc1ccc(S(=O)(=O)N(C)CC(=O)Nc2ccc3c(c2)OCO3)cc1,-2,101,92,-7,10,87,-2,11
COc1ccc(-c2nn(-c3ccccc3)cc2/C=N/NC(=S)NC(C)C)cc1OC,0,106,101,6,-4,106,7,55*
N#Cc1cc2c(nc1SCC(N)=O)CCCCC2,2,98,98,-7,-5,102,3,12
CCOC(=O)c1nn(-c2ccc(C)cc2)c(=O)cc1OCC(=O)Nc1cc(C)ccc1OC,7,107,100,-22,6,106,9,0
O=C(NC1CCCC1)C(c1ccccc1)N(Cc1ccc2c(c1)OCO2)C(=O)Cc1cccs1 (stereo unspecified),-14,96,100,-1,-7,100,2,11

# Whole records, quoted from the list. Order of values: proCasp7 act | MEP2 TOR yeast | RPL19A-GFP yeast | ZTA counter | procasp3 activ | LAP4 TOR yeast | EBNA-1 inh | AHR act
# CCN1C(=O)/C(=C\c2cccn2-c2ccc([N+](=O)[O-])cc2)N(CC)C1=S as listed: 9 | 98 | 104 | 1 | -1 | 88 | 2 | -2
# CC(C)(C)c1cc(C(F)(F)F)n2ncc(-c3ccccc3)c2n1 as listed: 2 | 99 | 96 | 6 | -8 | 87 | -18 | 5
# CCC(C)(C)NC(=O)C1c2ccccc2Oc2ccccc21 as listed: -21 | 103 | 97 | 0 | 0 | 102 | -9 | 0
# C=C1C(O)C[C@H]2C(=C)CCC3[C@H](OC(=O)[C@]3(O)CO)[C@@H]12 (stereo partly specified) as listed: -2 | · | · | 2 | 8 | · | 2 | 5
# CC1(C)OC(=O)C(=CNNc2c(Cl)cc(Cl)cc2Cl)C(=O)O1 as listed: 3 | 112 | 109 | 14 | -3 | 108 | 1 | 8
